Rat MKP-3 inhibitors: MKP-3 phosphatase inhibitors, primary screen, biochemical, rat enzyme, in vitro (AID 425); Dual specificity protein phosphatase 6 (Rattus norvegicus); recombinant MKP-3 phosphatase activity, fluorescence; higher % means a stronger effect; inhibition, % at 20 µM, or IC50 in µM where a hit was titrated; hit rate 0.17% among 110,000; in the data active = inhibition above about 50%;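 also: plate controls were vehicle for no effect and reference inhibitor for full effect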
Hsp70 displacement: Hsp70 inhibitors, probe displacement, primary screen, biochemical, fluorescence polarization (AID 583) | Heat shock 70 kDa protein 1A (Homo sapiens) | Hsp70 fluorescence polarization probe displacement, mP; higher % means a stronger effect | displacement, % at 20 µM, or IC50 in µM where a hit was titrated | hit rate 0.06% among 140,000; in the data active = displacement above about 50%;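 also: plate controls were vehicle for no effect and reference ligand for full effect; a part of the inactive calls stands beside numbers as strong as those of hits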
* = called active by the depositor; . = not tested or not shown; & = joins results of further samples. The list is partial, so the mix of outcomes need not match the whole.

SMILES | Rat MKP-3 inhibitors | Hsp70 displacement
O=C(OCc1cc2ccccc2[nH]c1=O)c1cccnc1 | -1.0% | 1.5%
O=C1CC(c2ccccc2)CC2=C1C(c1ccc([N+](=O)[O-])cc1)Nc1ccc(C(=O)c3ccccc3)cc1N2 (configuration not stated) | 7.5% | 3.7%
CC1=C(C(N)=O)C(c2ccc(Cl)cc2Cl)n2ncnc2N1 (configuration not stated) | 0.5% | -5.4%
O=C(c1cccc(F)c1)N1CCN(C(=O)c2cccc(Cl)c2)CC1 | 1.7% | -0.9%
CC(C)(Cc1ccc(O)cc1)NC(=O)c1ccccc1 | 3.5% | -7.2%
Cc1nccn1CCc1n[nH]c(=S)n1Cc1ccccc1 | -3.3% | -25.4%
C=CCc1cccc2cc(C(=O)N3CCN(c4ccccn4)CC3)c(=O)oc12 | 4.6% | -4.9%
CC12CCC(C(=O)N(CSC(=S)N/N=C\c3ccccc3O)C1=O)C2(C)C (configuration not stated) | . | -4.8%
Cc1c(C(=O)N2CCCc3ccccc32)sc2nc(-c3ccccc3)cn12 | 5.8% | .
Cc1cccc(NCc2ccccc2O)n1 | -2.3% | 1.1%
Cc1occc1-c1nnc(SCC(=O)NCC2CCCO2)n1C (configuration not stated) | -3.1% | -3.2%
O=C1CSC(c2ccc(F)cc2)N1CCN1CCCCC1 (configuration not stated) | 0.5% | -0.2%
O=C(NCc1ccco1)c1ccc(Cn2c(=O)c3ccccc3n(Cc3cccc(Cl)c3)c2=O)cc1 | . | -3.3%
CCCCS(=O)CC(O)COc1ccccc1 (configuration not stated) | 0.0% | -2.0%
CC(=O)N1c2c(ccc3ccccc23)C(C)CC12CCCCC2 (configuration not stated) | . | -7.5%
Cc1sc(NC(=O)c2ccccc2)c(C(=O)N2CCN(C)CC2)c1C | -11.9% | -0.1%
COc1cccc(OC)c1C(=O)N1CCN(Cc2ccc3c(c2)OCO3)CC1 | -2.8% | -0.3%
Brc1ccccc1C=NN1CCN(Cc2ccccc2)CC1 | 2.4% | 1.1%
CN1C(=S)SC(/[N+]([O-])=C\c2ccc(Cl)cc2)C1(C)C (configuration not stated) | . | -3.6%
O=C(O)c1cc(-c2ccncc2)nc2ccc(F)cc12 | -5.3% | 5.7%
CCCCNC(=S)NNC(=O)c1csc(C(C)C)c1 | . | -2.3%
Cc1ccc(C)n1-c1ccc(SCC(=O)O)cc1 | 106.3%* | 100.5%*
c1ccc2c(c1)CCN(c1nc3ccccc3n3cnnc13)C2 | 3.3% | -3.3%
CSC(=O)NC12CC3CC(CC(C)(C3)C1)C2 | -6.8%&0.0% | -3.6%&-0.6%
CCOC(=O)C1=NNC(C(=O)c2ccccc2)C1c1ccccc1 (configuration not stated) | 3.2% | -1.5%
SMILES | Rat MKP-3 inhibitors | Hsp70 displacement
CCOC(=O)c1[nH]c(C)c(C(=O)OCC(=O)N2CCc3ccccc32)c1C | . | -0.7%
O=C(c1cnc2sccn2c1=O)N1CCc2ccccc2C1 | -0.6% | 5.7%
Cn1nc(C(C)(C)C)cc1C(=O)Nc1nc2c(s1)C(=O)CC(C)(C)C2 | -12.2% | -0.8%
CCOc1ccccc1C(=O)N1CCC(C(=O)c2ccc(F)cc2)CC1 | . | -1.6%
O=C(CCCOc1ccccc1)N1CCN(c2ccc(F)cc2)CC1 | . | 6.8%
Clc1ccc(Cn2nnc(-c3ccc(N4CCOCC4)cc3)n2)cc1 | -1.2% | -8.1%
CCOc1nc(NC2CCCCC2)nc(NC(C)(C)C)n1 | . | -0.8%
CCSC(C)CC1CC(=O)CC(=O)C1 (configuration not stated) | 0.2% | -3.9%
O=C1/C(=C\c2ccc(-c3cccc(C(F)(F)F)c3)o2)SC(=S)N1C1CCCCC1 | 3.1% | -3.1%
COC(=O)C(C)Sc1nc(-c2ccc(OC)cc2)nc2c1c(=O)n(C)c(=O)n2C (configuration not stated) | . | 7.6%
Nc1ccc(Cl)cc1/C(=N/O)c1ccccc1 | 0.2% | 0.2%
Cc1ccccc1OCC(=O)NCCSc1ccccn1 | 3.2% | -2.3%
CCOC(=O)Cc1csc(NC(=O)CSc2nnnn2-c2ccc(C)cc2C)n1 | . | 1.7%
CCn1c(C)nc2cc(-c3nnc(-c4c(-c5ccccc5)noc4C)o3)ccc21 | -0.5% | 2.4%
Cc1ccc(CNC(=O)CCNS(=O)(=O)c2ccc3c(c2)c(=O)n(C)c(=O)n3C)cc1 | 6.5% | -4.4%
O=C(N/N=C/c1ccc(-c2ccc(I)cc2)o1)c1ccccn1 | -0.5% | -4.7%
O=C(Cc1ccccc1[N+](=O)[O-])N1CCN(c2ccccc2)CC1 | -3.2% | 2.3%
COC(=O)c1cc(OC)c(OC)cc1NC(=O)CCC1CCCC1 | -10.4% | 1.1%
O=c1[nH]c(=O)n(Cc2ccco2)c2c1C(C(F)(F)F)(C(F)(F)F)N=C(c1ccc(F)cc1)N2 | . | 0.3%
CCOC(=O)c1[nH]c2ccccc2c1N=C(C)N(CC)CC | -8.1% | 0.9%
CCCCCn1c(CN(C)Cc2ccccc2)nc2c1c(=O)n(C)c(=O)n2C | 7.0% | 0.5%
CCN(CC)c1ccc(C(NC(C)=O)NC(C)=O)cc1 | -11.9%&0.3% | -2.4%&-0.4%
CC(C)Cn1c(SCC(=O)NCc2ccc(Cl)cc2)nnc1-c1cccc(S(=O)(=O)N2CCOCC2)c1 | . | 1.2%
O=C1C(C=NC2CC2)=C(O)c2ccccc21 | 1.4% | 4.1%&-4.3%
O=S(=O)(Nc1ccc(Cl)c(C(F)(F)F)c1)c1ccccc1 | 3.0% | -2.4%
SMILES | Rat MKP-3 inhibitors | Hsp70 displacement
CCOC(=O)C1CCN(C(=O)c2ccc(Cl)c(NC3=NC4CS(=O)(=O)CC4S3)c2)CC1 (configuration not stated) | -5.6% | -1.5%
CC(C)c1ccc(/C=C/C(=O)NC(=S)Nc2ccc(S(=O)(=O)N=C(N)N)cc2)cc1 | -0.5% | 6.8%
O=C(Nc1ccccc1)Nc1ccccc1C(=O)NCc1ccccc1 | . | 2.6%
Cc1ccsc1C1Nc2ccc3ccccc3c2C2=C1C(=O)CC(C)(C)C2 (configuration not stated) | -2.2% | 1.4%
Nc1nc(-c2cccc(Br)c2)cs1 | 1.8% | 0.6%&-1.9%
COc1ccc(NC(=O)CSc2nc(C)cc(=O)[nH]2)cc1 | 3.2% | -2.7%
O=C1/C(=C/c2ccc(O)c(O)c2)SC(=S)N1C1CCCCC1 | -0.2% | -18.1%
O=C(/C=C/c1ccco1)NCC1CCCO1 (configuration not stated) | 2.2% | 6.7%
O=c1[nH]c2cc3c(cc2cc1C(c1nnnn1Cc1ccccc1)N1CCN2CCCC2C1)OCCO3 (configuration not stated) | -1.8% | -12.1%
COc1ccc(/C=N/NS(=O)(=O)c2ccc(Cl)cc2)cc1 | 1.9% | -1.8%
CC(C)CCNC(=O)c1ccccc1I | -1.2% | -1.7%
O=C(Cc1ccc(-c2ccccc2)cc1)NNC(=O)c1cccc(Cl)c1 | 5.8% | -3.3%
CCOc1ccccc1C(=O)N1CCN=C1SC | 4.7% | -1.9%
CCn1nnc(-c2ccccc2NS(=O)(=O)c2ccc(C(=O)OC)cc2)n1 | -0.4% | -0.6%
Cc1ccc(N2C(=O)NC(=O)/C(=C\c3ccc(N4CCCCC4)o3)C2=O)cc1 | 0.3% | -126.8%
CC1CCc2nn(CC(=O)Nc3ccc(F)cc3F)cc2C1 (configuration not stated) | 0.0% | -0.7%
COc1ccccc1N(C(=O)c1snc(C(N)=O)c1N)C(C(=O)NC1CCCC1)c1ccco1 (configuration not stated) | -4.6% | -1.6%
C=C1Cn2c(nnc2-c2ccc(Cl)cc2)S1 | -1.2% | 2.5%
CCOC(=O)CSc1nc2ccccc2c(=O)n1CC1COc2ccccc2O1 (configuration not stated) | -1.0% | 2.3%
Cc1cc(=O)oc2c(C)c(OC(=O)c3ccccc3)ccc12 | 2.5% | -0.6%
O=C(CCS(=O)(=O)c1ccc(Br)cc1)Nc1ccc2c(c1)OCO2 | . | 6.3%
O=C(CN1CCN(S(=O)(=O)c2ccc(F)cc2)CC1)Nc1ccc2c(c1)OCCO2 | 2.8% | 2.9%
CCC(CC)c1nnc(NC(=O)Oc2ccccc2)s1 | . | -4.3%
CCc1cc(=O)oc2c(C)c(OC(C)=O)ccc12 | 1.6% | -0.9%
O=C(NC(=S)Nc1cccc(Cl)c1N1CCCC1)c1ccc(-c2cccc([N+](=O)[O-])c2)o1 | . | -0.1%

6 entries picked at random from the list so far:
SMILES | Rat MKP-3 inhibitors | Hsp70 displacement
COc1ccccc1N(C(=O)c1snc(C(N)=O)c1N)C(C(=O)NC1CCCC1)c1ccco1 (configuration not stated) | -4.6% | -1.6%
CCC(CC)c1nnc(NC(=O)Oc2ccccc2)s1 | . | -4.3%
O=C(Nc1ccccc1)Nc1ccccc1C(=O)NCc1ccccc1 | . | 2.6%
Cc1ccsc1C1Nc2ccc3ccccc3c2C2=C1C(=O)CC(C)(C)C2 (configuration not stated) | -2.2% | 1.4%
COc1ccc(NC(=O)CSc2nc(C)cc(=O)[nH]2)cc1 | 3.2% | -2.7%
CCOc1ccccc1C(=O)N1CCN=C1SC | 4.7% | -1.9%

Continuation:
SMILES | Rat MKP-3 inhibitors | Hsp70 displacement
CN(Cn1nc(-c2ccccc2)oc1=S)c1ccccc1 | 3.2% | 1.1%
Cc1ccc(/C=C2/C=C(c3ccccc3)OC2=O)cc1 | -3.0% | -3.6%
CC(Oc1ccccc1)C(=O)NC1CCN(Cc2ccccc2)CC1 (configuration not stated) | -6.3% | 2.1%
CS(=O)(=O)CCC(C(=O)n1nnc2ccccc21)N1C(=O)c2ccccc2C1=O (configuration not stated) | -1.2% | -4.5%
Cc1ccc2c(C(=O)CN3CCN(c4ccccc4)CC3)c(C)[nH]c2c1 | 3.7% | -1.9%
Cc1ccccc1OCCNC(=O)CNC(=O)c1ccccc1O | -5.8% | 0.2%
COc1ccc(OC)c(NC(=O)COc2ccccc2C(C)(C)C)c1 | 1.5% | 4.8%
O=C(NCc1ccc2c(c1)OCO2)C(c1ccco1)N(C(=O)c1csnn1)c1ccccc1 (configuration not stated) | 5.1% | 2.4%
COc1ccccc1Cn1c(=O)[nH]c2cccnc21 | 4.5% | -2.1%
C=CCn1c(SCC(=O)c2ccc(CNC(C)=O)o2)nc2scc(C3CC3)c2c1=O | -7.5% | -16.9%
Cc1ccc(-c2nc3cnccn3c2Nc2ccc3c(c2)OCCO3)o1 | 7.1% | 3.4%
CCc1cc(/C(Cc2csc(C)n2)=N/O)c(O)cc1O | . | 10.5%
CN1CCC(=NNC(=O)C(=O)NC(C)(C)C)CC1 | . | -0.2%
CC1=NN(C(=O)c2ccccc2)C(O)(c2ccc(Br)cc2)C1 (configuration not stated) | 0.1% | -6.2%
CCCC(NC(=O)c1ccccc1)C(=O)OCC(=O)Nc1nc2ccc(OC)cc2s1 (configuration not stated) | 0.3% | -0.8%
Cc1cc([N+](=O)[O-])ccc1-c1ccc(C(=O)Nc2ccc(O)c(-c3nc4ccccc4s3)c2)o1 | 7.7% | -4.8%
COc1ccc2[nH]c(=O)c(CN(Cc3nnnn3Cc3ccccc3)CC3CCCO3)cc2c1 (configuration not stated) | 1.1% | 9.4%
CS(=O)(=O)N1CCc2cc(C(=O)OCC(=O)c3ccccc3)ccc21 | 0.4% | 9.7%
Cc1ccc(C)c(Cc2cc([N+](=O)[O-])ccc2C)c1 | 0.1% | -3.7%
CC1=NN(c2ccc(C)c(Cl)c2)C(=O)C1 | 1.0% | 3.1%
COc1ccc(-c2nnc(SCC(=O)Oc3ccc(C)cc3)o2)cc1 | . | 1.3%
NC(=O)CCn1nc(-c2ccccc2)c2ccccc2c1=O | 3.6% | -6.2%
C=CCn1c(Cc2cccs2)nnc1SCC(=O)NCc1ccco1 | . | -2.9%
N#CCCN1CCN(CCC#N)CC1 | -7.0% | -7.5%
CCOC(=O)N1CCN(c2c(NCCCN(CC)CC)c(=O)c2=O)CC1 | . | -0.5%
SMILES | Rat MKP-3 inhibitors | Hsp70 displacement
Cc1cccc(OCC(=O)Nc2cccc3nsnc23)c1 | . | -5.6%
O=C1CC(N2CCN(c3ccccc3Cl)CC2)C(=O)N1c1ccccc1 (configuration not stated) | -4.5% | -0.2%
c1ccc(-n2nc3ccccc3n2)cc1 | . | -7.2%
CCOc1cccc(-c2nnc(SCC(=O)Nc3cccc(OC)c3)n2N)c1 | 0.4% | -4.4%
CCCCOc1ncnc2c1[nH]c1ccccc12 | -9.0% | 2.2%
Cc1cc(Cl)cc(Cl)c1OCCOCCN1CCN(C)CC1 | -3.3% | 0.8%
Cc1ccc2nc(NC3=NCN(C4CCCCC4)CN3)nc(C)c2c1 | -5.0% | 0.4%
Cc1c(-c2ccccc2)[n+](=O)c2c(n1[O-])CCC2 | . | 1.2%
CCCCC(=O)Nc1nn(CCC)c2nc3ccccc3cc12 | -2.7% | -3.1%
c1ccc2c(c1)CCN(Cc1nnnn1Cc1ccc3c(c1)OCO3)C2 | 0.3% | 9.0%
Cc1cccc(C)c1OCc1nnc2c3cnn(C)c3ncn12 | -10.1% | 1.8%
Cc1onc(-c2c(Cl)cccc2Cl)c1C(=O)Nc1cc(Cl)ccc1Cl | 0.6% | 3.5%
C=C(C)c1cccc(C(C)(C)NC(=O)NCCCN(C)C)c1 | -0.3% | 6.0%
CCOc1ccccc1NC(=O)CSc1nnc(-c2ccccc2Cl)n1Cc1ccco1 | -10.2% | -3.0%
CCC(=O)N1CCN(c2cc(C)c([N+](=O)[O-])cc2F)CC1 | 3.2% | -2.1%

Single records, as listed above:
Cc1c(-c2ccccc2)[n+](=O)c2c(n1[O-])CCC2 as listed: Rat MKP-3 inhibitors: .; Hsp70 displacement: 1.2%
c1ccc(-n2nc3ccccc3n2)cc1 as listed: Rat MKP-3 inhibitors: .; Hsp70 displacement: -7.2%
